Screening data (PubChem)
mcGAS MS inh: mouse cGAS inhibition by mass spec; recombinant mouse cGAS, cGAMP by RapidFire MS; inhibition, % at 12.5 µM; hit rate 0.18% among 130,000;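 active = inhibition of cGAS enzyme activity at or above 60%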;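 note: enzyme stimulated by 45 bp dsDNA with ATP and GTP substrates; cGAMP share of summed cGAMP plus half ATP and half GTP signals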
Target sequence (Q8C6L5 whole entry, looked up): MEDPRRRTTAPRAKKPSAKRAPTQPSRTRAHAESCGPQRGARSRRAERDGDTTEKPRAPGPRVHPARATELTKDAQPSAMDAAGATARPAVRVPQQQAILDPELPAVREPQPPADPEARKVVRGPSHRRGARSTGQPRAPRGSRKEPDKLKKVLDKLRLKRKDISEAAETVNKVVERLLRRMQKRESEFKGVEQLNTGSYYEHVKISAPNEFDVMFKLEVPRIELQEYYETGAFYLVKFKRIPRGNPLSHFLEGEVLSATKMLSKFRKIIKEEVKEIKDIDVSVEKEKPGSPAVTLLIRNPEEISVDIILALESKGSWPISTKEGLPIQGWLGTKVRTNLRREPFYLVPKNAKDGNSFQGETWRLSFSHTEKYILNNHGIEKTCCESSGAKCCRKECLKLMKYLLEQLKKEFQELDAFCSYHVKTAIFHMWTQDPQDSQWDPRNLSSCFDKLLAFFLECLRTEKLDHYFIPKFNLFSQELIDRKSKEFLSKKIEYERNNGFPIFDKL
Numbers without * were called inactive; & = joins results of further samples.

SMILES	mcGAS MS inh
CN(C(=O)C1=Cc2cc(Br)ccc2OC1)C1CCS(=O)(=O)C1 (configuration not stated)	-2.7
CCc1nc(NC(=O)c2cccs2)sc1C	-10.0
CCN(CC(O)c1cccc(O)c1)C(=O)C12CC3CC(CC(C3)C1)C2 (configuration not stated)	2.3
COC(C(=O)NCc1ccccc1C)c1ccccc1 (configuration not stated)	5.9
CCONC(=O)c1nc(CC)n(-c2c(Cl)cccc2Cl)n1	-5.0
CCCOC(=O)c1ccc(NC2=NS(=O)(=O)c3ccccc32)cc1	-6.3
CC(NC(=O)Cc1ccc(Cl)cc1Cl)c1ccc(F)cc1F (configuration not stated)	-12.1
Cc1ccc(NC(=O)c2cccc(OCc3cccs3)c2)nc1	4.3
COc1cccc(/C=C2\Oc3cc(OCC(=O)OC(C)C)ccc3C2=O)c1	-2.0
Cc1cc(NC(=O)Cn2nc(C)c3cnn(-c4ccccc4)c3c2=O)no1	-9.6
O=C1CCC([N+](=O)[O-])C(c2cccc(OCc3ccccc3)c2)N1 (configuration not stated)	-17.9
C[C@@H](NC(=O)CN1Cc2ccc(Nc3cccc(F)c3)nc2C1=O)c1ccccc1	7.8
N#Cc1ccc(I)c(C(F)(F)F)c1	2.3
Cc1ccccc1S(=O)(=O)NC(=O)C1(c2cccc(Cl)c2)CC1	-13.1
Cc1cc(C(=O)N2CCC2(C)C(=O)O)ccc1F (configuration not stated)	-7.4
Cc1nn(C)c(C)c1S(=O)(=O)N1CCC(CO)(CC2CCCCO2)CC1 (configuration not stated)	-5.5
COCCC(=O)N1CCC(Oc2ccc(C(=O)N(C)Cc3ccsc3)cc2)CC1	-6.8
CN1CCCN(Cc2cnc3c(-c4ccccc4)cnn3c2)CC1	-13.6
COc1cc2c(cc1CN1CCCN(CC3CC3)C(C(C)C)C1)OCO2 (configuration not stated)	-25.2
CC(C)CC(Cc1cccc(Br)c1)C(=O)NCC(=O)N1CCCCC1 (configuration not stated)	-5.5
COc1ccccc1-c1cc(CC(C)C)nc(C#N)c1N	-1.7
COc1cc2nc(CSc3nnc(C4CC4)n3C3CC3)[nH]c(=O)c2cc1OC	-1.3
CN(Cc1ccccc1)C(=O)Cn1cnc2ccc(Cl)cc2c1=O	-8.8
Cc1ccc(NC(=O)CCC(=O)N2CCc3ccccc3C2)cc1	-2.6
COC(=O)NC1CCN(c2ccccc2C(=O)N2CCN(c3ccc(Cl)cc3)CC2)CC1	-10.0
Cc1cc(C)nc(NC(=O)CN2CCN(c3ccc(C(C)C)cc3)C2=O)n1	-5.0
O=C(NCCS(=O)(=O)N1CCCC1)c1cccc(Cn2cccn2)c1	-13.1
COc1ccc(N(CC(=O)N2CCCCCC2)S(=O)(=O)c2ccccc2[N+](=O)[O-])c(OC)c1	-5.2
COc1ccccc1CN(C)CCC(=O)Nc1ccnn1C1CCCC1	-5.5
CN(CC1COc2ccccc2O1)C(=O)c1cn(Cc2ccccc2Cl)nn1 (configuration not stated)	1.3
COc1ccccc1-n1c(CNC(=O)c2ccc(-c3ccccc3)cc2)nnc1SCC(=O)Nc1nnc(C)s1	-5.8
Cc1ccc(C)c(OC(C)C(=O)NCCNS(C)(=O)=O)c1 (configuration not stated)	-8.5
Cc1nc2ncccn2c1C(=O)N1CCCC2(CC1)CN(C)C(=O)O2 (configuration not stated)	4.5
O=C1Nc2cc(Cl)ccc2C1(O)C(F)(F)F (configuration not stated)	-9.6
C=CCn1c(CSc2nc3sc4c(c3c(=O)[nH]2)CCCC4)n[nH]c1=S	17.1
COCc1cc(C)nc(NN=Cc2ccc(OCc3ccc([N+](=O)[O-])cc3)cc2)c1C#N	-1.9
CCN(CC)CCSc1nc(O)c(C(C)C)c(=O)[nH]1	8.9
C=C(C)Cn1c(SCC(=O)N/N=C\c2cccn2C)nnc1-c1ccc(Br)cc1	-9.6
CC(C)C(NC(=O)COC(=O)c1ccc(F)c(F)c1)c1ccccc1 (configuration not stated)	-42.3
Clc1ccccc1CNCC#Cc1ccccc1	-8.4
Cn1c(C(=O)O)ccc1-c1ccccc1Br	-3.7
C#CCn1c(=NC(=O)c2ccc(S(C)(=O)=O)cc2)sc2cccc(F)c21	-8.7
NC(=O)CSc1cn(CCNC(=O)c2ccccc2F)c2ccccc12	-8.6
CC(C)N(C(=O)COC(=O)C12CC3CC(CC(Br)(C3)C1)C2)C(C)C	-0.9
Cc1cccc2c(=O)[nH]c(CN3CCCSc4ccccc43)nc12	-8.1
O=C(c1ccccc1Cl)N1CCCC(N2CCN(c3ccccc3F)CC2)C1 (configuration not stated)	3.8
c1csc(-c2nccn2Cc2ccc3nsnc3c2)c1	-16.8
COc1ccc2c(c1)CN(Cc1nc3cc(F)ccc3o1)CC2	-4.9
CCc1cc2c(=O)n(CCCOC)c(SCC(=O)N(C)Cc3ccc(C)cc3)nc2s1	-4.0
O=C1NCC2(CCCN(c3cnc4ccccc4n3)CC2)O1 (configuration not stated)	16.2

Additional results:
SMILES	mcGAS MS inh
O=C1Nc2ccccc2SC1CC(=O)N1CCC(CCc2ccccc2)CC1 (configuration not stated)	-14.1
CCc1cc(CN2C[C@@H](C(=O)O)C[C@@H](C(=O)N3CCCC3)C2)[nH]n1	2.6
Cc1cc(C)cc(COC(=O)CCc2ccc(S(N)(=O)=O)cc2)c1	2.0
O=C1N(Cc2ccc(C(F)(F)F)nc2)c2cc3c(cc2OC1(F)F)CCCC3	-3.1
Cc1cccc(-n2c(-c3snnc3-c3ccccc3)n[nH]c2=S)c1	13.0
O=C(NCc1ccco1)c1cc(=O)[nH]c2ccc(S(=O)(=O)N3CCCCCC3)cc12	-8.8
O[C@@H]1C[C@H]2CN(C3CCN(Cc4ccccc4)CC3)C[C@H]2C[C@@H]1O	-12.1
Cc1nc(SC(C(=O)NC(N)=O)C(C)C)n(C2CCCC2)c1C (configuration not stated)	-5.4
CC(C)COc1cccc(OCC(=O)NC(C)C(=O)O)c1 (configuration not stated)	1.8
CSc1nc2ncc(C(O)C(O)CO)nc2c(=O)[nH]1 (configuration not stated)	-1.8
CC(=O)N1CCC[C@H]1C(=O)N(Cc1ccco1)Cc1cccs1	-25.0
CC(=O)NCCc1cn(-c2cccc(OC(C)C)c2)cn1	27.0
O=c1cc(CN2CCSc3ccc(C(F)(F)F)cc32)nc2ccccn12	-12.2
CCOc1ccc2nc(SC(C)C(=O)N3CCN(CC)CC3)[nH]c2c1 (configuration not stated)	4.6
O=C(N/N=c1/oc2ccccc2cc1-c1nc2ccccc2[nH]1)c1cccc(F)c1	-17.0
COc1ccc(Cl)c2sc(N(CCN(C)C)C(=O)c3ccc([N+](=O)[O-])cc3)nc12	-8.1
CN(C)S(=O)(=O)c1cccc(NC(=S)Nc2ccc3c(c2)OCO3)c1	-2.5
Cc1c(C(=O)N2CCN(C(=O)C3CCS(=O)(=O)C3)CC2)[nH]c2c1C(=O)CC(C)(C)C2 (configuration not stated)	3.7
O=C(NCc1ccccc1-n1ccnc1)c1cnn2cccnc12	-19.0
CCOC(=O)C1(C(F)(F)F)N=C(N(C)C)OC(N(C)C)=N1	10.7
CO/N=C1\C[C@]2(C[C@@H]3C[C@@H](C/C=C(\C)C[C@@H](C)/C=C/C=C4\CO[C@@H]5[C@H](O)C(C)=C[C@@H](C(=O)O3)[C@]45O)O2)O[C@H](/C(C)=C/C(C)C)[C@H]1C	-7.1
CN(Cc1noc2c1CCCC2)C(=O)c1ccccc1C1CCNC1 (configuration not stated)	-22.3
O=C(NCc1nnc(-c2cccc(Br)c2)o1)C1CC1	0.7
O=C(Cn1cnc2ccccc2c1=O)c1ccc(F)c(F)c1	-7.4
COc1ccc(Cl)cc1NC(=O)CCC1CCCN(C(=O)CN2CCOC2=O)C1 (configuration not stated)	-6.6
CN(C)c1ccccc1CN(CCC#N)C1CC1	-6.1
CCCCn1c(CC)nc2oc3ccccc3c(=O)c2c1=O	-11.4
CCCCOC(=O)c1cccc(NC(=O)CN2C(=O)c3ccccc3C2=O)c1	-8.8
O=C(c1ccc(=O)[nH]c1)N1CCOc2c(O)cc(-c3nc4ccccc4s3)cc2C1	-5.0
CCN(CC)C1CCN(C(=O)c2cc(NC(C)=O)ccc2Cl)C1 (configuration not stated)	0.9
CCCCCCCCN1N=C(c2ccccc2)Cn2c1nc1c2c(=O)n(C)c(=O)n1C	12.6
COCCOCCC(=O)NC(c1ccccc1)c1ccc(F)cc1 (configuration not stated)	-3.1
O=S(=O)(Cc1ccccc1)NCc1ccc2c(c1)OCO2	8.3
CC(C)N1CCNC(=O)C1CC(=O)N(C)Cc1csc(-c2ccccc2)n1 (configuration not stated)	-0.1
O=C(C=Cc1ccc(S(=O)(=O)N2CCOCC2)cc1)Nc1ccc(F)c(F)c1	-11.9
O=C(COc1ccc(Cl)cc1)NC1(c2ccccc2)CCC1	-11.6
O=C(NCc1ccc(Cl)cc1Cl)c1cnccn1	-9.9
CN(C(=O)c1c[nH]c2ccccc12)C1CCCN(CCc2ccccc2)C1 (configuration not stated)	2.4
Cc1nc2ccc(C(=O)N(C)CC3CCCCC3)cc2nc1C	5.1
Cc1cccc(N2CCN(C(=O)c3ccc(C)cc3O)CC2)c1	-9.8
CN(C)C=NN=C(Cc1nc2ccccc2[nH]1)c1ccccc1	-5.1
CC(C(=O)N1CCC(c2n[nH]c(=O)n2-c2ccccc2)CC1)n1ccnc1 (configuration not stated)	0.4
Cn1nc(CC(=O)OCC2CC=CCC2)c2ccccc2c1=O (configuration not stated)	-3.6
CN1CC2(CCN(C(=O)c3scc4c3OCCO4)C2)OC1=O (configuration not stated)	1.9
O=C1CCCC2=C1C(c1ccc3c(c1)OCO3)C1C(=O)c3ccccc3C1=N2 (configuration not stated)	-19.7
CCN(CC)CCn1c(C)cn2c3c(=O)n(Cc4cc(C)ccc4C)c(=O)n(C)c3nc12	-2.7
C#CCOc1ccccc1OCC(=O)NCC(C)C	-3.2
CCOC(=O)C1(C)CCCN1C(=O)c1ccc(C)c(F)c1 (configuration not stated)	3.5
CC(C)(C)C(=O)NC1C(=O)Nc2ccccc21 (configuration not stated)	-8.4
CN(Cc1cc(-c2ccccc2)no1)Cc1nccn1C	-8.0

Following part
SMILES	mcGAS MS inh
O=C(OC(C(=O)NC1CC1)c1ccccc1)C1=Cc2cc(Cl)ccc2OC1 (configuration not stated)	-5.8
CSC(SC)=C1C(=O)OC(C)(C)OC1=O	-8.2
CC(=O)Cc1nsc(NC(=O)c2ccc(Br)o2)n1	-3.6
CN(C)CCCNc1ccc(S(N)(=O)=O)cc1[N+](=O)[O-]	11.9
O=C(NCC1CCCO1)c1cc2c(=O)n3ccccc3nc2s1 (configuration not stated)	-3.3
N#Cc1ccc(CN2CCN(C(=O)c3ccc(O)c(Cl)c3)CC2)cc1	-2.5
CC1=CCC2C(=O)N(NC(N)=S)C(=O)C2C1 (configuration not stated)	38.4
Fc1cccc(F)c1C=NNc1ccc(C(F)(F)F)cn1	-14.9
Clc1ccc2c(c1)N=C(N1CCNCC1)c1ccccc1N2	-17.3
CCCOc1ccc2cc(S(=O)(=O)NCc3ccco3)ccc2c1	-4.8
CC(=O)Nc1ccc(CN2CCC(O)(c3ccccc3C)C2)cc1 (configuration not stated)	-11.4
CC(C)CCNC(=O)C(=Cc1ccc([N+](=O)[O-])o1)C(=O)NCCC(C)C	-9.0
O=C(COc1ccc(Cl)cc1Cl)N1CCCc2ncccc21	-12.8
CCCCN1c2cccc3cccc(c23)S1(=O)=O	0.5
O=C1C(=O)N(CN2CCCN(S(=O)(=O)c3ccc(F)cc3)CC2)c2cc(F)ccc21	5.1
Cc1cccc(NC(=O)CCC2CCN(S(=O)(=O)c3ccsc3)CC2)c1	-11.9
O=C(CCNC(=O)C1CC2(CCNCC2)CN1)Nc1nccs1 (configuration not stated)	5.2
O=C(Nc1ccc(Cl)cn1)c1ccc(F)cc1I	3.8
CN1CCN(C(=O)C2(C)CCN2Cc2ccc(-c3ccccc3)o2)CC1 (configuration not stated)	-13.8
COc1cccc(C2C(=C(O)c3ccc(F)cc3)C(=O)C(=O)N2CCCN2CCOCC2)c1 (configuration not stated)	5.4
CSc1ncccc1C(=O)N1CCc2ccc(NC(=O)C3CCCO3)cc2C1 (configuration not stated)	-12.9&1.3
COc1c[nH]c(C(=O)Nc2ccc3c(c2)OCO3)cc1=O	1.6
Cc1ccc2c(c1)C(=O)C(=O)N2C(C)C	-10.0
Cc1nccc(-c2cccc(NC(=O)c3cccnc3NC(C)C)c2)n1	8.0
C=CCn1c(SCC(=O)OC)nc2sc3c(c2c1=O)CCC3	-8.2
CN(CC(O)COCc1ccc2c(c1)OCO2)c1ncc(C(F)(F)F)cc1Cl (configuration not stated)	-4.6
CC(=O)Nc1ccc(C(=O)C(C)N2CCN(c3ncccn3)CC2)cc1 (configuration not stated)	-2.3
O=C1CC(c2nc3c(s2)CCCC3)c2cc(C(=O)O)c(O)cc2N1 (configuration not stated)	7.5
CCc1cccc2c(C(CC(=O)O)c3ccc4c(c3)OCO4)c[nH]c12 (configuration not stated)	-6.6

Molecules listed so far that have an aryl thioether with sulfur outside any ring, in the order listed:
SMILES	mcGAS MS inh
COc1cc2nc(CSc3nnc(C4CC4)n3C3CC3)[nH]c(=O)c2cc1OC	-1.3
COc1ccccc1-n1c(CNC(=O)c2ccc(-c3ccccc3)cc2)nnc1SCC(=O)Nc1nnc(C)s1	-5.8
C=CCn1c(CSc2nc3sc4c(c3c(=O)[nH]2)CCCC4)n[nH]c1=S	17.1
CCN(CC)CCSc1nc(O)c(C(C)C)c(=O)[nH]1	8.9
C=C(C)Cn1c(SCC(=O)N/N=C\c2cccn2C)nnc1-c1ccc(Br)cc1	-9.6
NC(=O)CSc1cn(CCNC(=O)c2ccccc2F)c2ccccc12	-8.6
CCc1cc2c(=O)n(CCCOC)c(SCC(=O)N(C)Cc3ccc(C)cc3)nc2s1	-4.0
Cc1nc(SC(C(=O)NC(N)=O)C(C)C)n(C2CCCC2)c1C (configuration not stated)	-5.4
CSc1nc2ncc(C(O)C(O)CO)nc2c(=O)[nH]1 (configuration not stated)	-1.8
CCOc1ccc2nc(SC(C)C(=O)N3CCN(CC)CC3)[nH]c2c1 (configuration not stated)	4.6
CSc1ncccc1C(=O)N1CCc2ccc(NC(=O)C3CCCO3)cc2C1 (configuration not stated)	-12.9&1.3
C=CCn1c(SCC(=O)OC)nc2sc3c(c2c1=O)CCC3	-8.2

Only part of the results is shown; the hit share may differ from the screen's.
